UGM FP inh: Mtb UDP-galactopyranose mutase inhibition; actives 0.06% (n = 320,000); purified UGM, fluorescence polarization probe displacement; AID 504406; inhibition, % at 10 µM; in the data active means inhibition above about 10%, passing the limit was not always enough
CCHF vOTU inh: blocks the CCHF virus ovarian tumor domain protease; CCHFV vOTU protease, Pep-AMC fluorescence; inhibition, % at 11.5 µM; actives 0.55% (n = 370,000); further: 0% = vehicle wells with enzyme and 100% = no enzyme wells
GDH-TPI counter: inhibits GDH-TPI coupling enzymes, artifact for Mtb FBA screen; GDH-TPI coupled enzyme counterscreen, NADH absorbance; inhibition, % at 4.8 µM; actives 1.2% (n = 360,000); AID 588335;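 further: 0% = DMSO wells and 100% = wells lacking the enzyme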
DUSP3 inh: inhibitors of human VHR1 phosphatase (DUSP3); actives 0.52% (n = 290,000); recombinant VHR phosphatase, pNPP absorbance; P51452; inhibition, % at 13.3 µM; in the data active means inhibition above about 50%; further: some compounds called inactive have numbers as strong as hits
MazEF act: increases E. coli MazEF RNase cleavage of RNA; FAM/BHQ RNA-DNA oligo cleavage fluorescence, 5 h; P0AE70; actives 0.32% (n = 350,000); activation, % at 20 µM; AID 504720; in the data active means activation above about 50%
Target sequence (P0AE70 whole entry, looked up): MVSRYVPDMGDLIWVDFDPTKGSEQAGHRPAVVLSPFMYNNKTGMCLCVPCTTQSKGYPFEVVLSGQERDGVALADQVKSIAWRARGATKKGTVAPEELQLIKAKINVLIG
Mtb FBA inh: inhibitors of M. tuberculosis fructose-bisphosphate aldolase. P9WQA3. purified M. tuberculosis FBA, fluorescence read-out. inhibition, % at 1 µM. actives 2.3% (n = 360,000); in the data active means inhibition above about 27%;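 further: 0% = vehicle and 100% = reference inhibitor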
Target sequence (P9WQA3 whole entry, looked up): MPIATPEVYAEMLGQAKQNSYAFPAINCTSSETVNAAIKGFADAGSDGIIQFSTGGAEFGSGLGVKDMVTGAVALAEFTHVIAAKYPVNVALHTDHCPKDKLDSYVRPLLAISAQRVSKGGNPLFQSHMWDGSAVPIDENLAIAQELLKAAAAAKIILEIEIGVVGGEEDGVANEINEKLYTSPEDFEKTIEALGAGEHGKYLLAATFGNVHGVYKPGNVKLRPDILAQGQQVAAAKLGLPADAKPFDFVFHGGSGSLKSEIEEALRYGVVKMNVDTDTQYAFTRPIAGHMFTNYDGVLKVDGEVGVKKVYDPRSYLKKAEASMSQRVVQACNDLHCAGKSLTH
BoNT F protease: inhibitors of Botulinum neurotoxin F light chain protease; Multiplex microsphere protease cleavage assay, flow cytometry; actives 0.22% (n = 360,000); inhibition, % at 10 µM; in the data active means inhibition above about 35%, passing the limit was not always enough; further: plate controls were buffer without enzyme for full effect and enzyme alone for no effect
Mtb BioA inh: blocks M. tuberculosis BioA enzyme activity. AID 602481. purified M. tuberculosis BioA enzyme, plate reader. inhibition, % at 9.99 µM. actives 0.096% (n = 360,000); in the data active means inhibition above about 40%
FadD28 FP inh: inhibitors of Mycobacterium tuberculosis FadD28 bisubstrate binding; AID 588549; inhibition, % at 12.5 µM; actives 0.22% (n = 360,000); FadD28 bisubstrate probe binding, fluorescence polarization; in the data active means inhibition above about 8.5%, passing the limit was not always enough
Rv3671c protease: inhibitors of M. tuberculosis serine protease Rv3671c; AID 2606; P9WHR9; actives 0.048% (n = 320,000); inhibition, % at 5.96 µM; in the data active means inhibition above about 38%;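 further: extracellular domain of Rv3671c used as enzyme; 0% = enzyme with DMSO and 100% = no enzyme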
Target sequence (P9WHR9 whole entry, looked up, the tested form may be a part): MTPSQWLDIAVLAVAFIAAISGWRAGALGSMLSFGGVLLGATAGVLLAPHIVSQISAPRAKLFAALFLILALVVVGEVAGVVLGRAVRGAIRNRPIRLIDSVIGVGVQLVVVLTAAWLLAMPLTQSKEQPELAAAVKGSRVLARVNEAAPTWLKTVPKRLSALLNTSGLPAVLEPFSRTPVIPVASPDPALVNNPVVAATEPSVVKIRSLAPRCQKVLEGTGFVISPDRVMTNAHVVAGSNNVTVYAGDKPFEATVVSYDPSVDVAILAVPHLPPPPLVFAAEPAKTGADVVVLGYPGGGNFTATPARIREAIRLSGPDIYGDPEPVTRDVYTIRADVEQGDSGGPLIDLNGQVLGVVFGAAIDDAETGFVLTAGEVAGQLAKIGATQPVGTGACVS
Numbers without * were called inactive; . = not tested or not shown. Unless noted, no stated cut-off is given here; in the data, active means inhibition above about 30%; inactive means the rest.

SMILES	UGM FP inh	CCHF vOTU inh	GDH-TPI counter	DUSP3 inh	MazEF act	Mtb FBA inh	BoNT F protease	Mtb BioA inh	FadD28 FP inh	Rv3671c protease
O=C(c1ccc(F)c(S(=O)(=O)N2CCOCC2)c1)N1CCN(c2ccc(F)cc2)CC1	-0.5	-3	0	.	4	0	-3	6.6	-2.4	4
O=C(Nc1ccccc1C(=O)NCCN1CCOCC1)c1cccc([N+](=O)[O-])c1	1.1	-6	0	24	-23	-1	-3	1.0	-4.3	-8
CCCC(C)C(=O)NCc1ccccc1OC (stereo not given)	-0.1	0	-2	17	1	-2	2	-0.5	-5.0	-10
Nc1nc2ccccc2n1/N=C/c1ccc(-c2ccccc2)o1	-0.2	12	28	15	11	-1	.	.	-0.9	-4
COc1cc2cc(CCO)oc(=O)c2cc1OC	4.4	-13	7	.	5	7	1	1.0	-1.6	1
CCOC(=O)CSc1nc(C)cc(Oc2ccc(=O)n(C)n2)n1	1.5	-6	3	0	2	6	-4	-0.8	-1.7	10
CCCCc1nnc(NC(=O)CCS(=O)(=O)Cc2ccccc2)s1	-1.7	15	6	6	-7	0	6	-1.4	-0.8	2
O=C(Nc1ccc(Oc2ccccc2)cc1)C1CCN(c2ncccn2)CC1	-1.9	6	11	14	-4	-1	-9	0.4	-2.7	-5
COc1ccc(Cl)cc1C(=O)NNC(=O)c1[nH]c(C)c(C(C)=O)c1C	-2.1	-13	1	.	-2	3	-3	.	-7.7	-3
COc1ccc(NC(=S)NC(=O)c2ccccc2)cn1	.	0	-6	21	-4	-2	-4	0.7	-0.5	.
CCSC1=N/C(=C\c2ccc3c(c2)OCO3)C(=O)S1	-1.6	6	9	4	-2	-1	-13	-5.0	-1.3	5
Cc1ccc(S(=O)(=O)N2CCOCC2)cc1NC(=O)CSc1nc2ccccc2c(=O)n1Cc1ccccc1	0.9	9	8	-4	-2	1	-12	-0.6	-1.8	-31
CC(=O)NCCc1cc2ccc(C)c(C)c2[nH]c1=O	-1.8	-5	15	-13	2	11	-2	-3.2	-0.7	3
Cc1noc(C)c1COc1cccc(C(=O)Nc2ccc(Br)cc2F)c1	-0.5	14	2	.	-9	3	-4	0.4	-2.0	-12
CC(C)(C)c1ccc(/C=C/C(=O)NC2=NCCS2)cc1	-0.3	16	15	25	-10	6	-20	1.7	-1.8	1
CCC(=O)c1cc2c(cc1NC(=O)c1ccc(C)cc1)OCCO2	1.3	-9	-14	-18	-12	-4	5	.	-2.8	5
Cc1nc2n(COCCO)cnn2c(=O)c1Br	-0.9	3	-5	14	8	-1	0	.	-1.8	5
CCc1ccc(N2CC(C(=O)OCC(=O)Nc3ccc(C(C)=O)cc3)CC2=O)cc1 (stereo not given)	-2.1	2	0	.	-8	-3	1	.	-4.4	-3
NNC(=O)c1ccc(COc2ccc3c(c2)CCC3)cc1	-1.5	-4	2	6	-4	-1	-11	.	-0.9	-10
CC(=O)[C@H]1[C@H]([C@H](O)[C@H](O)CO)O[C@](O)(C(=O)O)C[C@@H]1O	0.4	1	8	.	3	0	-6	-0.2	-0.8	-5
O=C(c1ccc(Cl)cc1[N+](=O)[O-])N1CCN(c2ccccn2)CC1	-0.9	13	5	1	-4	1	1	.	0.9	-1
COc1ccc(NC(=O)c2nc[nH]c2C(=O)N2CCN(c3ccccc3)CC2)cc1	-1.9	7	2	15	2	-2	-2	2.0	-0.5	7
Nc1nonc1-c1nc2ccccc2n1Cc1ccc(F)cc1Cl	3.4	3	11	27	-19	1	8	-3.4	1.9	-10
CC(C)S(=O)(=O)N1CCCC(c2cc(C(=O)Nc3ccc(F)c(Cl)c3)no2)C1 (stereo not given)	.	5	-5	.	.	1	4	-0.5	-0.2	.
COc1ccccc1CNC(=O)CN(C)S(=O)(=O)c1cccc2cccnc12	-2.2	11	8	-1	6	1	-3	-0.1	-0.1	-4
COc1cccc(CCNC(=O)CCc2nnc(Cc3cc(OC)ccc3OC)o2)c1	2.9	-11	1	9	3	-1	24	0.0	-3.7	1
Nc1c(Cl)ncnc1N1CCCC1	-1.8	-5	1	19	4	2	-1	.	0.1	-2
C(=C\c1ccccc1)/CN1CCN(C(c2cccs2)c2nnnn2C2CCCC2)CC1 (stereo not given)	.	7	.	.	.	-1	5	-2.6	-3.5	.
Cc1noc(NS(=O)(=O)c2ccc(NC(=O)CCC3CCCC3)cc2)c1C	-1.5	6	1	6	-1	2	-2	-1.7	0.5	-2
Nc1nc(SC23CC4CC(CC(C4)C2)C3)ns1	-1.5	10	0	19	4	1	5	.	-2.5	-6
CCCCP(=O)(CCCC)c1ccccc1C(=O)O	0.1	10	-4	-21	0	7	2	1.0	-1.7	2
COCCCNC(=O)CSc1c2c(nc3ccc(Cl)cc13)CCCC2	-2.3	3	-9	29	-36	-3	4	.	-7.0	-20
O=C(O)c1ccc(N2C(=O)/C(=C/C=C/c3ccccc3)SC2=S)cc1	-0.5	-6	2	36	1	-1	1	.	-0.6	-9
O=C(Nc1ccc(F)c(Cl)c1)NC1CC1	0.7	1	-2	25	9	0	-3	.	-3.4	7
O=C(O)c1ccccc1C(=O)c1ccc(Sc2ccc(Cl)cc2)c([N+](=O)[O-])c1	2.7	12	17	19	1	-1	-5	11	-4.6	-5
O=C(NC1CCC(O)CC1)c1ccc2c(c1)S(=O)(=O)N=C1CCCCCN12 (stereo not given)	-1.2	2	2	.	2	0	-10	-0.1	-3.1	1
COCCN(C(=O)CN1CCN(S(=O)(=O)c2ccc(F)cc2)CC1)c1c(N)n(Cc2ccccc2)c(=O)[nH]c1=O	-0.6	-15	4	-4	5	1	1	.	0.2	-6
Cc1ccc(N2CC(C(=O)Nc3cccnc3)CC2=O)cc1C (stereo not given)	1.8	21	-2	-8	5	-1	-8	0.6	-1.4	4
CCOc1ccc(C(=O)NCc2ccc3c(c2)OCO3)cc1OCC	-1.1	-7	11	7	25	1	.	0.0	0.9	-1
COc1ccc2c(CC(=O)OCC(=O)Nc3ccc(S(N)(=O)=O)cc3)coc2c1	0.4	5	1	11	2	5	3	-1.3	-1.8	-6
CC(=O)n1nc(-c2ccc(C)cc2)nc1NCc1ccco1	.	-9	2	3	-2	2	-2	.	-0.9	.
Cc1ccsc1C(=O)OCc1nc2ccsc2c(=O)[nH]1	0.3	-5	-5	.	2	1	10	-0.1	-0.2	-2
CCOc1cc(/C=N/NC(=O)C(C)Sc2ccccc2)ccc1O (stereo not given)	-0.7	2	0	7	10	-1	0	.	-2.9	8
COc1ccccc1N(C)S(=O)(=O)c1ccc(C(=O)OCC(=O)N2CCC2)cc1	-0.8	-2	4	-11	-6	1	-1	.	1.4	-7
COc1ccc(OCc2cc(C(=O)NC3CCOCC3)no2)c2ccccc12	5.1	61*	6	8	1	1	0	.	2.5	-11
Cc1ccc(C(=O)CSc2nc3ccccc3c(=O)[nH]2)cc1C	-1.6	5	-3	30	-4	-1	12	.	-0.9	-28
Cc1ccc2[nH]c(=O)c(CN(CC3CCCO3)C(=S)Nc3ccccc3)cc2c1 (stereo not given)	-0.5	-1	5	-2	3	0	-3	-1.0	0.2	-4
C=CCN(c1ccccc1)S(=O)(=O)c1cccc(C(=O)Nc2ncccc2C)c1	0.9	7	-10	.	1	-1	-2	-0.6	-0.4	-8
COc1ccccc1N1CCN(CC(=O)NCC2CCCO2)CC1 (stereo not given)	0.8	3	6	4	-3	-1	-2	0.5	0.2	5
CC(=O)Nc1ccc(Nc2cc(C(C)C)nc3c(-c4ccccc4)c(C)nn23)cc1	-2.3	8	8	-6	-12	20	-14	.	-0.4	15

Entries from the list above containing four or more nitrogen atoms:
SMILES	UGM FP inh	CCHF vOTU inh	GDH-TPI counter	DUSP3 inh	MazEF act	Mtb FBA inh	BoNT F protease	Mtb BioA inh	FadD28 FP inh	Rv3671c protease
O=C(Nc1ccccc1C(=O)NCCN1CCOCC1)c1cccc([N+](=O)[O-])c1	1.1	-6	0	24	-23	-1	-3	1.0	-4.3	-8
Nc1nc2ccccc2n1/N=C/c1ccc(-c2ccccc2)o1	-0.2	12	28	15	11	-1	.	.	-0.9	-4
CCOC(=O)CSc1nc(C)cc(Oc2ccc(=O)n(C)n2)n1	1.5	-6	3	0	2	6	-4	-0.8	-1.7	10
O=C(Nc1ccc(Oc2ccccc2)cc1)C1CCN(c2ncccn2)CC1	-1.9	6	11	14	-4	-1	-9	0.4	-2.7	-5
Cc1ccc(S(=O)(=O)N2CCOCC2)cc1NC(=O)CSc1nc2ccccc2c(=O)n1Cc1ccccc1	0.9	9	8	-4	-2	1	-12	-0.6	-1.8	-31
Cc1nc2n(COCCO)cnn2c(=O)c1Br	-0.9	3	-5	14	8	-1	0	.	-1.8	5
O=C(c1ccc(Cl)cc1[N+](=O)[O-])N1CCN(c2ccccn2)CC1	-0.9	13	5	1	-4	1	1	.	0.9	-1
COc1ccc(NC(=O)c2nc[nH]c2C(=O)N2CCN(c3ccccc3)CC2)cc1	-1.9	7	2	15	2	-2	-2	2.0	-0.5	7
Nc1nonc1-c1nc2ccccc2n1Cc1ccc(F)cc1Cl	3.4	3	11	27	-19	1	8	-3.4	1.9	-10
Nc1c(Cl)ncnc1N1CCCC1	-1.8	-5	1	19	4	2	-1	.	0.1	-2
C(=C\c1ccccc1)/CN1CCN(C(c2cccs2)c2nnnn2C2CCCC2)CC1 (stereo not given)	.	7	.	.	.	-1	5	-2.6	-3.5	.
COCCN(C(=O)CN1CCN(S(=O)(=O)c2ccc(F)cc2)CC1)c1c(N)n(Cc2ccccc2)c(=O)[nH]c1=O	-0.6	-15	4	-4	5	1	1	.	0.2	-6
CC(=O)n1nc(-c2ccc(C)cc2)nc1NCc1ccco1	.	-9	2	3	-2	2	-2	.	-0.9	.
CC(=O)Nc1ccc(Nc2cc(C(C)C)nc3c(-c4ccccc4)c(C)nn23)cc1	-2.3	8	8	-6	-12	20	-14	.	-0.4	15

(list continues)
SMILES	UGM FP inh	CCHF vOTU inh	GDH-TPI counter	DUSP3 inh	MazEF act	Mtb FBA inh	BoNT F protease	Mtb BioA inh	FadD28 FP inh	Rv3671c protease
CCOC(=O)c1cnc2c(C)c(-c3ccccc3)[nH]n2c1=O	4.0	4	18	0	0	3	6	-0.3	-2.8	-6
CCOC(=O)CN(C(=O)CSc1nnc2c(n1)[nH]c1ccc(OC)cc12)c1ccc(F)cc1	1.8	5	3	6	2	3	-5	-0.3	-0.5	-28
COc1cc(C(=O)NCCCNc2nc3cc(C)c(C)cc3cc2C#N)cc(OC)c1OC	-3.3	-38	5	12	3	52*	-3	.	0.4	-3
CS(=O)(=O)c1ccc2nc(NC(=O)CC3CCCC3)sc2c1	1.8	0	2	-1	4	5	0	2.3	-2.0	-19
COc1ccc(S(=O)(=O)NC(C(C)C)C(C)C)cc1OC	-0.1	11	0	1	3	16	1	1.1	1.0	-6
CC(C)NC(=S)N1CCC(Cc2ccccc2)CC1	-2.5	-4	-10	14	12	2	-7	1.1	-2.7	0
CC(C)c1ccc(CCNC(=O)c2cccc(S(=O)(=O)N3CCN(C)CC3)c2)cc1	-1.6	2	-2	14	8	2	10	0.0	-1.1	-8
Cc1ccc(CCNC(=O)c2nc(CS(=O)(=O)c3ccc(Cl)cc3)no2)cc1	0.8	0	17	-4	-5	0	4	-1.8	-0.4	7
O=S(=O)(Nc1nnc(C(F)(F)F)s1)c1ccc(Cl)cc1	-1.4	9	1	15	-2	0	-21	1.0	1.6	-9

High-throughput results as filed in PubChem BioAssay.
